High-throughput results as filed in PubChem BioAssay.
PMI activator: activators of human phosphomannose isomerase; 190,000 compounds, 0.005% hits; purified human PMI, coupled resazurin fluorescence, 20 min; hits give high values; 1 = vehicle control, 0 substrate-free wells; activation factor at 20 µM; AID 1214;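 active = activation factor of 2 or more at 20 µM, relative to plate controls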
S1P3 antagonist: antagonists of human S1P3 receptor | Q99500 | CHO S1P3 NFAT-BLA reporter, FRET fluorescence, antagonist mode | inhibition, % at 4.98 µM | 170,000 compounds, 0.27% hits | AID 485;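 active = inhibition above the plate cutoff, the mean inhibition of test wells on that plate plus 3 SD, cut at about 28% in these data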;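 note: cells challenged with S1P at its EC80 of 0.8 µM; blue over green emission ratio from cleaved BLA substrate after 4 h stimulation; 0% = S1P-stimulated wells and 100% = unstimulated DMSO-only wells; some compounds past the cut are filed as inactive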
Target sequence (Q99500 whole entry, looked up): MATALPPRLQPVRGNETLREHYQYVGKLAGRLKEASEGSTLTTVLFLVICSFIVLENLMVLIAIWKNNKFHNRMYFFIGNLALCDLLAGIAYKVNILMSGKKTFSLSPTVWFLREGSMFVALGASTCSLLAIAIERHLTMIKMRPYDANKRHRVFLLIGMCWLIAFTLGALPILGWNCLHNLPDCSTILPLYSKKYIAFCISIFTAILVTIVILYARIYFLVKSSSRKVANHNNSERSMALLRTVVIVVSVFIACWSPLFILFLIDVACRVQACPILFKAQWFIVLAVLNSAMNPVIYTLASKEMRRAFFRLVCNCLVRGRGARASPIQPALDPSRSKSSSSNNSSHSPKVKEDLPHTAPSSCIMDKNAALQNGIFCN
Hsp70 activator: switches on Hsp70 transcription; activation, % at 10 µM; 200,000 compounds, 0.04% hits; HeLa Hsp70 promoter luciferase reporter, luminescence; scaled: vehicle 0, proteasome-inhibitor control 100%;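 active = activation above the mean across all tested compounds plus 3 SD, cutoff set per campaign, cut at about 5.5% in these data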;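 note: 100% = MG132 at 30 µM as the positive control and 0% = DMSO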
DTT redox prof: compounds producing H2O2 with reducing agent – biochemical, NIH compound library profiling, artefact control for MLSCN library redox annotation, primary screen | DTT-dependent redox cycling H2O2, phenol red/HRP absorbance; 100% = 100 µM peroxide control, 0% = buffer | 200,000 compounds, 0.03% hits | AID 878 | activation, % at 10 µM;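 active = activation of at least 50% relative to the plate's high and low controls in the primary single-dose screen; inactive = activation below 50%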;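 note: compound incubated with DTT at 0.8 mM final as the reducing agent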
RAM network inh: blocks the yeast RAM network; 190,000 compounds, 1.8% hits; inhibition, % at 50 µM; S. cerevisiae dse1pr::URA3 reporter, 5-FOA growth OD615, 2 d; analog-sensitive cbk1-as2 kinase mutant strain;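 active = inhibition above a set limit, 3 SD over mean compound inhibition, cut at about 8.4% in these data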;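 note: 0% = DMSO-only wells with no growth and 100% = 10 µM 1-NA-PP1 full growth; inhibition rescues growth on 5-FOA so higher OD means more RAM inhibition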
PMI act satM6P: PMI (human) activation, high substrate; AID 1216; 190,000 compounds, 0.34% hits; P34949; coupled PMI enzyme assay, resazurin fluorescence, 20 min; hits give high values; 1 = untreated enzyme, 0 = substrate-free blank; activation factor at 20 µM;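 active = activation factor of 2 or more at 20 µM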
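Test system: human PMI in coupled enzyme assay; Input: PMI at 15 ng/mL final; Medium: HEPES buffer, pH 7.4; Schedule: 20 min incubation at room temperature; Technique: resorufin fluorescence at Ex 544/Em 590 nm; Compound: 20 µM single dose; Probe or stimulus: Near-saturating mannose-6-phosphate, 1.0 mM.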
TNAP inh hiacc: blocks human TNAP under high phosphate acceptor concentration. P05186. purified TNAP, CDP-star luminescence, 1 M DEA. inhibition, % at 20 µM. 200,000 compounds, 0.03% hits. AID 1135;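 active = over 50% inhibition of tissue-nonspecific alkaline phosphatase at 20 µM in the single-dose screen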;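 note: plate controls were DMSO wells for no effect and EDTA-quenched wells as full inhibition for full effect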
Target sequence (P05186 whole entry, looked up): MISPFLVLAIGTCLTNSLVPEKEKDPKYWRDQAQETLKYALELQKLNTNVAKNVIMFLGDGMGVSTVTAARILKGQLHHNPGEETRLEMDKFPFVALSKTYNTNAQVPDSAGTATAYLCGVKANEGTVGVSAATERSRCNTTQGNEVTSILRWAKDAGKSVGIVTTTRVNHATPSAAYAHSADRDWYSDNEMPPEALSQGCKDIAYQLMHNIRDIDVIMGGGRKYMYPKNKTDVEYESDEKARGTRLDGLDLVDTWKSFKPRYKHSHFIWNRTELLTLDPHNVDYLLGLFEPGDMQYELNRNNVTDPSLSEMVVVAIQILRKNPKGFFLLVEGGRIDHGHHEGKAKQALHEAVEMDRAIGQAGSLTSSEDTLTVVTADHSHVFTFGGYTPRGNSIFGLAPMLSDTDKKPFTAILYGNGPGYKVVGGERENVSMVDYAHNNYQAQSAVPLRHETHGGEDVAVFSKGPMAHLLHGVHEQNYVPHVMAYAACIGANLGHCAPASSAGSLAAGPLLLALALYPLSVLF
HMGR II inh: E. faecalis class II HMG-CoA reductase inhibition; purified E. faecalis HMGR, NADPH absorbance 340 nm kinetic; inhibition, % at 10 µM; 190,000 compounds, 0.41% hits; AID 1066;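 active = inhibition above a set limit, the median over all tested compounds plus 3 SD, cut at about 9.5% in these data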;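 note: enzyme runs in reverse so mevalonate oxidation gives rising NADPH absorbance; 0% = complete reaction with DMSO and 100% = background rate lacking mevalonate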
TNAP inh no acc: inhibitors of human TNAP without phosphate acceptor; inhibition, % at 20 µM; purified TNAP, CDP-star luminescence, 30 min; 200,000 compounds, 0.26% hits; P05186; AID 1012;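 active = tissue-nonspecific alkaline phosphatase inhibition above about 50% at 20 µM in the single-dose screen, limit read from the data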;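 note: 0% = DMSO negative control and 100% = EDTA positive control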
L major viab: inhibitors of Leishmania major promastigote growth. 200,000 compounds, 9% hits. AID 1063. Leishmania major promastigotes, resazurin fluorescence viability. inhibition, % at 10 µM; in the data active = inhibition above about 50%;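 note: promastigotes grown with compound for 44 hours at 28 °C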
Starred values were filed as active, the others as inactive; . = not tested or not shown.

Structure,PMI activator,S1P3 antagonist,Hsp70 activator,DTT redox prof,RAM network inh,PMI act satM6P,TNAP inh hiacc,HMGR II inh,TNAP inh no acc,L major viab
Cc1ccc(S(=O)(=O)Oc2ccc(/C=C(/NC(=O)c3ccccc3)C(=O)O)cc2)cc1,1,-7,0.1,-0.3,3.5,1,-2,-2,-5,-6
Cc1ccccc1Nc1nc(N)nc(CSCc2c(C)noc2C)n1,0.9,-9,-0.4,1.3,-0.5,1,-3,0,-8,4
CCC(=O)OCCNc1cc(Sc2nccn2C)c2nonc2c1[N+](=O)[O-],0.8,5,-0.4,0.9,-0.1,0.5,8,1,10,85*
COC(=O)C(Cc1ccc(O)cc1)NC(=O)C(C)Oc1ccccc1 (stereo unspecified),0.9,-2,-0.2,-0.4,0.3,0.9,2,1,-6,-7
CC1CCN(C(=O)CSc2ccc(-c3ccc(F)cc3)nn2)CC1,0.9,13,0.1,1.9,-0.4,0.9,-1,4,-4,20
O=C(O)CCc1ccc(-c2ccccc2)n1NC(=O)c1ccco1,0.9,4,-0.3,0.5,2.2,0.9,2,-2,-1,-7
CCOC(=O)c1ccc(N2C(=O)c3n[nH]c(C)c3C2c2cccnc2)cc1 (stereo unspecified),1,-22,-0.5,2.6,2.4,1,-2,1,-10,42
O=c1c2ccccc2nc(SCc2nc(-c3ccccc3)no2)n1-c1ccc(F)cc1,0.7,29,-0.4,2.2,4.8,0.8,2,-7,-6,87*
CCC(=O)c1cc(F)c(N2CCN(C(=O)Cc3ccccc3)CC2)cc1C,0.9,-6,0.3,2.8,-0.7,0.9,2,-1,-4,43
S=c1[nH]nc(COc2ccccc2)n1/N=C/c1cccnc1,0.9,10,0.3,-0.2,1.1,1,-5,-5,-8,16

Arranged by formula weight (smallest number first): 6 of the compounds above
Structure,PMI activator,S1P3 antagonist,Hsp70 activator,DTT redox prof,RAM network inh,PMI act satM6P,TNAP inh hiacc,HMGR II inh,TNAP inh no acc,L major viab
O=C(O)CCc1ccc(-c2ccccc2)n1NC(=O)c1ccco1,0.9,4,-0.3,0.5,2.2,0.9,2,-2,-1,-7
COC(=O)C(Cc1ccc(O)cc1)NC(=O)C(C)Oc1ccccc1 (stereo unspecified),0.9,-2,-0.2,-0.4,0.3,0.9,2,1,-6,-7
Cc1ccccc1Nc1nc(N)nc(CSCc2c(C)noc2C)n1,0.9,-9,-0.4,1.3,-0.5,1,-3,0,-8,4
CCC(=O)c1cc(F)c(N2CCN(C(=O)Cc3ccccc3)CC2)cc1C,0.9,-6,0.3,2.8,-0.7,0.9,2,-1,-4,43
CCC(=O)OCCNc1cc(Sc2nccn2C)c2nonc2c1[N+](=O)[O-],0.8,5,-0.4,0.9,-0.1,0.5,8,1,10,85*
O=c1c2ccccc2nc(SCc2nc(-c3ccccc3)no2)n1-c1ccc(F)cc1,0.7,29,-0.4,2.2,4.8,0.8,2,-7,-6,87*

Remaining list, next part
Structure,PMI activator,S1P3 antagonist,Hsp70 activator,DTT redox prof,RAM network inh,PMI act satM6P,TNAP inh hiacc,HMGR II inh,TNAP inh no acc,L major viab
CCc1cccc(Nc2cc(C)nc3ncnn23)c1,1.1,10,0.2,0.4,-0.9,1,-6,-2,-3,-9
Cn1c2ccccc2c2cc(C(=O)N3CCN(CCO)CC3)sc21,1,.,-0.4,3.0,0.9,1,0,-7,12,-6
CC(C)C12CN3CC(C(C)C)(CN(C1)C3c1ccccc1O)C2=O (stereo unspecified),0.9,-3,0.0,0.2,0.7,0.9,-3,-6,-11,17
O=C(c1ccc(N2CCCCC2)c([N+](=O)[O-])c1)N(c1ccccn1)c1ccccn1,1.1,-1,-0.5,-1.0,-0.6,1,5,-4,-6,-1
CCOC(=O)CSc1nc2c(sc(=S)n2-c2ccc(OCC)cc2)c(=O)[nH]1,1.2,-7,-0.3,-0.3,2.7,1.2,-1,-1,-6,-8
CCCOC(=O)Nc1cc(OC)ccc1[N+](=O)[O-],1,-19,-0.1,-1.2,-0.5,0.9,3,-3,-4,1
Cc1ccc(S(=O)(=O)C(c2ccccc2)c2c(C)noc2C)cc1 (stereo unspecified),1,-12,-0.4,-0.5,3.8,1,-4,-3,-3,61*
COc1ccccc1NC(=O)CN1CCN(c2ccc(Cl)cc2)CC1,0.9,-9,-0.4,0.9,2.2,1,0,-1,-5,-2
COc1ccc(-c2noc(CCC(=O)Nc3cc(OC)ccc3OC)n2)cc1,0.9,.,-0.4,-0.2,1.2,0.9,-5,2,-10,5
CCC(=O)Nc1cc(C(=O)O)ccc1Sc1ccc(C)cc1,1.1,-6,-0.2,-1.2,-0.8,1,-6,-5,-20,-3
CC1CC(C)CN(C(=O)CSc2nc3ccsc3c(=O)n2Cc2ccccn2)C1 (stereo unspecified),0.9,.,-0.2,2.4,0.1,1,-7,-1,-15,-10
O=C(NC(=S)N1CCCCC1)c1cccnc1,0.8,.,-0.3,0.1,0.6,1,1,-2,4,-4
Cc1cc(C(=O)Nc2ccc(S(=O)(=O)Nc3onc(C)c3C)cc2)cs1,1.1,15,0.0,0.8,2.0,1,-4,-1,-5,-7
Cc1ccc2cc(C#N)c(SCC(=O)N3CCCc4ccccc43)nc2c1,0.7,-4,0.1,0.8,2.1,0.8,-5,1,-26,0
Cn1c(NN)nc2sc3c(c2c1=O)CC(C)(C)OC3,0.9,.,-0.2,0.5,0.2,0.8,4,-1,11,-12
O=C(CSc1nnc(-c2ccc(F)cc2)c2ccccc12)Nc1cccc(Cl)c1,0.8,0,-0.4,1.3,3.0,0.9,-2,-11,-14,10
O=c1cc(/C=C/c2c(F)cccc2Cl)[nH]c2ccccc12,0.8,-4,0.3,0.3,3.0,0.6,0,-7,9,14
Cc1cc(NC(=O)c2ccc(Cl)cc2)no1,0.9,7,1.7,-0.6,-0.3,0.9,-4,-4,-11,-2
Cc1csc2ncc(C(=O)N(Cc3ccccc3)c3ccccn3)c(=O)n12,0.9,.,-0.3,-1.6,4.5,0.9,0,-10,-10,-4
CCc1nnc(NC(=O)Cn2nnc(-c3ccccc3F)n2)s1,0.9,-12,-0.3,0.4,3.7,1,-4,0,-8,-9
Cc1ccc(S(=O)(=O)/N=C/c2ccco2)cc1,1.1,-61,0.1,1.3,0.9,1,-8,4,-12,0
COC(=O)CSc1nc2c(c(-c3ccco3)c1C#N)CCCC2,1.3,8,-0.1,0.3,1.6,1.4,1,-1,-4,1
CCS(=O)(=O)c1nc(S(=O)(=O)c2ccc(C)cc2)c(NCc2ccccn2)s1,1.1,-12,0.0,0.9,0.1,0.9,0,-4,-49,12
N=C1C(c2ccccc2)=C(O)CN1NC(=O)c1ccccc1,1.1,-12,-0.4,0.4,0.1,1.2,-4,-1,-8,-9
CCCN(CC(=O)Nc1c(C)cccc1CC)C(=O)SCC,1,.,0.0,0.2,0.7,1.1,-2,-3,-10,1
COCc1c(C(N)=O)nnn1-c1nonc1N,0.9,-17,0.2,1.1,0.4,0.9,-1,0,-2,-4
Cc1ccc(-c2csc(N(CCCN3CCOCC3)C(=O)c3ccco3)n2)cc1,1,31,0.1,0.5,-0.5,1.1,-1,-4,-5,3
Cc1ccc(NC(=O)CSc2cccc[n+]2[O-])c([N+](=O)[O-])c1,1,-9,-0.1,0.7,2.1,0.9,-2,-5,-7,-8
COc1ccccc1/C=C/C(=O)OCc1nc2ccccc2c(=O)[nH]1,0.9,-16,-0.3,-0.4,1.1,0.9,0,3,-9,3
CCn1c(SCC(=O)NCc2ccco2)nnc1-c1c[nH]c2ccccc12,0.9,.,-0.1,0.3,0.4,0.9,1,-7,-6,2
COc1ccc(CCN2CC34C=CC(O3)C(C(=O)NCc3ccccc3Cl)C4C2=O)cc1OC (stereo unspecified),1,.,-0.1,0.1,0.1,1,-9,-5,-12,0
CCCCCCCCCCC(=O)NNC(=O)c1c(O)c2ccccc2n(CC)c1=O,1.1,-7,-0.4,-0.4,8.8*,1.2,-5,-9,-21,7
COC(=O)c1ccc(CSc2nnc(C)n2N)o1,1.1,-19,-0.4,-0.5,1.6,1.1,-1,-3,-10,-3
CCC(=O)N1c2ccccc2NC2=C(C(=O)CCC2)C1c1ccco1 (stereo unspecified),1.1,-18,-0.2,-1.4,1.7,1,-2,-5,-10,3
O=C(OCC(=O)C12CC3CC(CC(C3)C1)C2)c1cccnc1,0.9,-11,-0.4,0.4,0.3,0.9,-6,-2,-10,11
Cc1ccc2nc(SCC(=O)Nc3ccc(C(N)=O)cc3)[nH]c2c1,1.1,-13,-0.1,-1.3,4.2,1.1,-3,7,-22,13
CCC(=O)Nc1cc(Cl)ccc1N1CCN(C(=O)CC)CC1,0.9,27,-0.4,0.1,0.4,1,9,0,0,-7
CCCCn1c(=O)[nH]c(=O)c2c1nc(-c1ccc(OCCC)c(OCC)c1)n2CCOC,1,-11,-0.2,-0.1,2.1,0.9,-2,-2,0,22
COC(=O)Sc1nc(N2CCOCC2)c2c(c1C#N)CC(C)(C)OC2,1,.,-0.2,-1.4,2.7,0.9,-4,0,-10,-3
Cc1ccc(NC(=O)NCC2CCN(Cc3cccc(Cl)c3)CC2)cc1Cl,1.1,6,-0.1,-2.3,-0.1,1,-19,5,-47,87*
Cc1onc(-c2ccccc2Cl)c1C(=O)Nc1ccc(CN2CCCC2)cc1,1.2,8,-0.3,-0.1,4.8,1.1,-9,-1,0,99*
Oc1c(-c2cc(-c3ccco3)[nH]n2)ccc2ccccc12,0.9,-19,0.5,-2.6,5.1,0.9,-2,-2,-2,28
COc1ccc(-n2c(Cc3cccn3C)nnc2SCC(=O)Nc2ccc(F)cc2)cc1,0.9,12,-0.2,0.4,6.7,1,-5,-4,-7,-3
CCN(CC)C(=O)Cn1c(=O)n(CCCC(=O)NCc2ccccc2)c(=O)c2sccc21,1,-16,-0.2,-0.2,0.9,0.8,-6,-4,-10,0
Cc1ccc(NC(=O)c2ccccc2N(C)S(=O)(=O)c2ccccc2)c(C)c1,1,-23,-0.1,-0.3,-1.1,1,1,0,-4,3
COc1ccc(-c2c(-c3ccc(OCC(=O)NN)cc3O)n[nH]c2C(F)(F)F)cc1,1,3,-0.2,0.4,1.0,0.9,2,-4,-45,-6
CC1=NN(c2ccc(C)c(C)c2)C(=O)/C1=C/c1ccc2c(c1)n(C)c(=O)n2C,0.9,-6,-0.1,0.7,2.7,0.8,2,-1,0,97*
Cc1c(Cl)ccc2sc(NC(=O)CN3C(=O)c4ccccc4C3=O)nc12,1,-4,0.4,0.4,1.5,1,1,8,-2,-2
